Screening data (PubChem)
Kir21 block = blocks the mouse Kir2.1 inward-rectifier potassium channel; B-score at 10 µM; HEK293-Kir2.1, FluxOR thallium flux fluorescence; active compounds read low; AID 1672; 310,000 compounds, 0.85% hits;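 active means fluorescence ratio B-score at or below minus 3 SD of library scores, with starting-brightness B-score within 2 SD, cut at about -4.2 in these data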;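 further: channel flux triggered by added potassium and thallium sulfate stimulus; B-score of peak minus minimum fluorescence over baseline after thallium stimulus; more negative B-score means stronger Kir2.1 block with less thallium influx; some compounds called inactive have numbers as strong as hits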
KCNQ2 block = KCNQ2 potassium channel inhibitors, primary screen, cell-based, CHO-K1, FluxOR thallium flux, B-score (AID 2156); O88943; 20 min; active compounds read low; B-score at 10 µM; 310,000 compounds, 1.1% hits;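 active means fluorescence ratio B-score at most minus 3 library SDs, with starting brightness B-score within 2 library SDs, cut at about -5.5 in these data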
Target sequence (O88943 whole entry, looked up): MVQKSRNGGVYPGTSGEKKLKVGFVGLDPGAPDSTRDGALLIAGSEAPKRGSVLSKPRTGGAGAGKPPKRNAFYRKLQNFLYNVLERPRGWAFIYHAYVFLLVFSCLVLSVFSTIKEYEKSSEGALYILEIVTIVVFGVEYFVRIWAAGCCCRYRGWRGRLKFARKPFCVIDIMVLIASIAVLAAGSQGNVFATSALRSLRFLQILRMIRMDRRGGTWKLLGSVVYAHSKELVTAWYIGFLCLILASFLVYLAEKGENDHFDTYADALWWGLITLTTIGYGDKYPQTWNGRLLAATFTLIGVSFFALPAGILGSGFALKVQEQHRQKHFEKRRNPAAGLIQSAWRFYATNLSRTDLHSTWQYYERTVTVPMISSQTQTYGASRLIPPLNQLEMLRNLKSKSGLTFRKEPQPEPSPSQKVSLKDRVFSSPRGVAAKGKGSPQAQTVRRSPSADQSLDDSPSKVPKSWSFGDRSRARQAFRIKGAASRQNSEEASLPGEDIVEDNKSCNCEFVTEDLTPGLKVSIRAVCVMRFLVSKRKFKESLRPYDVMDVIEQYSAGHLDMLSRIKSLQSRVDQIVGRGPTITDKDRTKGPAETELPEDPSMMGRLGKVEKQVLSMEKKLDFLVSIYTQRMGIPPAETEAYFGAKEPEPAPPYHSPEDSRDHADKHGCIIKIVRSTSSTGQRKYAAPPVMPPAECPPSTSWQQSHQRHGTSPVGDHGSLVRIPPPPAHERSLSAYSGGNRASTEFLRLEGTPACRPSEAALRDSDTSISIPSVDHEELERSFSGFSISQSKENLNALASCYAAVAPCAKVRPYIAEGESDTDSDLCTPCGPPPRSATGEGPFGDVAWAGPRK
The depositor's hits bear a star; i = inactive.

SMILES	Kir21 block	KCNQ2 block
COc1ccc(C(O)P(=O)(OC2CCCCC2)c2ccc(N(C)C)cc2)cc1OC (stereo unspecified)	2.05	i
COc1ccc([C@@H]2C(C#N)=C(N)S[C@@H](c3ccccc3)[C@@H]2[N+](=O)[O-])cc1	1.11	i
CC(C(=O)Nc1ncc2c(n1)CC(C)(C)CC2=O)N1C(=O)c2ccccc2C1=O (stereo unspecified)	0.66	i
COc1ccc(C(=O)NCCN2CCCC2)cc1	-2.37	i
CC1CN(c2nc3c(c(=O)n(C)c(=O)n3C)n2Cc2c(F)cccc2Cl)CC(C)O1 (stereo unspecified)	-0.05	i
CC(=O)c1ccc(NC(=O)c2onc(C)c2Cl)cc1	0.77	i
Cc1ccc2cc(C)c3nnc(SCC(=O)NCc4ccco4)n3c2c1	-0.56	i
C/C=C/c1ccc(OCC(=O)OCC(=O)Nc2c(C)nn(-c3ccccc3)c2C)c(OC)c1	0.6	i
COc1cccc2c(=O)cc(C)n(CC(=O)Nc3ccccc3C)c12	-0.76	i
CN(C)c1nnnn1-c1ccc(OC(F)(F)F)cc1	-0.8	i
Cc1cccc(NC(=O)Cn2ccn(-c3ccc4c(c3)OCCO4)c(=O)c2=O)c1	1.83	i
CCOC(=O)c1ccccc1NC(=O)CN(c1ccccc1OC)S(C)(=O)=O	2.61	i
Cc1cc(C(=O)NCC(C)C)c2ccccc2n1	-0.29	i
O=C(N/N=C/c1coc2ccc(Cl)cc2c1=O)c1ccncc1	0.8	i
CCOc1ccc(-c2cc(C(=O)NCCCN3CCN(CC)CC3)c3ccccc3n2)cc1	0.32	i
Cc1ccc(C(=O)OCC(=O)c2c(N)n(C)c(=O)n(C)c2=O)cc1S(=O)(=O)N1CCCCC1	-0.07	i
COc1ccccc1CNC(=O)c1cc2sccc2n1C	-0.88	i
C=CCOc1ccc2oc(=O)cc(C)c2c1	-0.43	i
O=C(CC1CCCC1)Nc1cccc(Br)c1	0.58	i
O=C(CCCCCNC(=O)N1CCn2c1nc1ccccc12)N[C@H](C(=O)O)c1ccccc1	1.08	i
CS(=O)(=O)c1ccc(S(=O)CC(=O)Oc2ccc(Cl)cc2)c([N+](=O)[O-])c1 (stereo unspecified)	-0.01	i
CCOC(=O)c1cccc(NC(=O)CSc2nnc(C3CCCCC3)n2C)c1	0.32	i
COc1ccc(CCNC(=O)CSc2cn(Cc3cccc(C)c3)c3ccccc23)cc1OC	-1.05	i
Cn1c(=O)c2c(=O)cc(N)[nH]c2n(C)c1=O	-1.14	i
O=C(Nc1ccc(S(=O)(=O)Nc2ncccn2)cc1)c1cccc(Br)c1	0.09	i
COC(=O)c1c(C)c2c(C)cc3ccccn3c-2c1C(=O)OC	-0.24	i
CN(Cc1ccccc1)C(=O)c1nc2ccccn2c1CNCCn1cccn1	-1.57	i
CCOc1ccc(/C=N/NC(=O)c2cc(-c3ccccc3)nc3ccccc23)cc1O	0.19	i
CCn1c(SC(C)C(=O)N2CCOCC2)nc2sc(C)c(C)c2c1=O (stereo unspecified)	1.18	i
O=C(COC(=O)c1ccccc1NC(=O)c1ccco1)NCC1CCCCC1	0.02	i
COc1ccc(CN(C(=O)c2cc(=O)c3ccccc3o2)C2CCS(=O)(=O)C2)cc1OC (stereo unspecified)	0.42	i
CNC(=O)c1ccc(OC2CSC2)cc1	1.67	i
Oc1ccc(CCc2n[nH]c(=S)n2-c2ccc(F)cc2)cc1	-0.8	i
O=CN1CCN(CC(O)Cn2c3ccccc3c3ccccc32)CC1 (stereo unspecified)	0.2	i
O=C(c1ccc(NC2=NC3CS(=O)(=O)CC3S2)cc1)N1CCc2ccccc2C1 (stereo unspecified)	1.54	i
Cc1ccccc1-n1c(N)cc(=O)[nH]c1=S	-1.67	i
CN1C=CC=C/C1=C1/N=C(c2ccccc2)OC1=O	0.27	i
CCCc1nn(C)c(C(=O)Nc2ccc(CC)cc2)c1Cl	1.18	i
Cc1cccc(CCNC(=O)C2CCC(=O)N(Cc3ccc(Cl)cc3)C2)n1 (stereo unspecified)	0.63	i
O=C(N/N=C\c1ccc2c(c1)OCO2)c1ccc(Cn2cc(Br)c([N+](=O)[O-])n2)o1	-0.05	i
Cc1cccn2c(=O)c(C=O)c(N3CCCCC3)nc12	-1.52	i
CCOC(=O)c1oc2ccc(/C=N/O)c(Cl)c2c1C	-1.12	i
c1ccc(OCCOCCN2CCN(C(c3ccccc3)c3ccccc3)CC2)cc1	-2.44	i
CC(=O)C1=C(C)NC(SCC(=O)c2ccc(Cl)cc2)=C(C#N)C1c1ccco1 (stereo unspecified)	-1.11	i
CC(=O)C1=C(O)C(=O)N(Cc2cccnc2)C1c1ccccc1 (stereo unspecified)	0.82	i

Copied from above, four compounds:
SMILES	Kir21 block	KCNQ2 block
COc1ccc(CN(C(=O)c2cc(=O)c3ccccc3o2)C2CCS(=O)(=O)C2)cc1OC (stereo unspecified)	0.42	i
CNC(=O)c1ccc(OC2CSC2)cc1	1.67	i
Oc1ccc(CCc2n[nH]c(=S)n2-c2ccc(F)cc2)cc1	-0.8	i
O=CN1CCN(CC(O)Cn2c3ccccc3c3ccccc32)CC1 (stereo unspecified)	0.2	i

The list continues.
SMILES	Kir21 block	KCNQ2 block
COc1ccccc1CNC(=O)c1oc2ccc(S(=O)(=O)N3CCCC3)cc2c1C	0.99	i
COc1ccc(C(=S)N2CCCCC2)cc1Br	-0.42	i
O=C(NCCSc1c[nH]c2ccccc12)c1ccco1	0.97	i
CCOc1cc(C)c(C(C)C)cc1S(=O)(=O)NCc1ccccn1	-0.44	i
O=C(NCC(c1ccco1)N1CCc2ccccc2C1)c1ccc(Cl)cc1 (stereo unspecified)	-0.33	-10.2*
CC(C)CC1(C)NC(=O)N(CC(=O)Nc2cccc(S(=O)(=O)N(C)c3ccccc3)c2)C1=O (stereo unspecified)	-0.73	i
O=C(CCC1CCCC1)Nc1ccc([N+](=O)[O-])cn1	-0.09	i
COc1ccc(C(=O)O/N=C(/c2ccccc2)c2ccncc2)cc1OC	0.5	i
c1ccc(CN2CCN(C3CCCSc4ccccc43)CC2)cc1 (stereo unspecified)	-2.17	i
CCOC(=O)c1ccc(N2C(=O)C=C(N3CCOCC3)C2=O)cc1	0.03	i
c1ccc(COc2ccccc2CNc2nn[nH]n2)cc1	2.68	i
CC(=O)Oc1cccc(Nc2ncnc3ccccc23)c1	-0.89	i
COc1ccc(C(=O)N(Cc2sccc2C)C2CCS(=O)(=O)C2)cc1 (stereo unspecified)	1.52	i
CCCOC(=O)Cn1cnc2scc(-c3ccc(OC)cc3)c2c1=O	0.52	i
O=C(CN(CC1CCCO1)C(=O)CNS(=O)(=O)c1ccc(F)cc1)NCc1ccccc1 (stereo unspecified)	-0.33	i

Entries of single compounds, quoted from the list. Screens in order: Kir21 block	KCNQ2 block
CC1CN(c2nc3c(c(=O)n(C)c(=O)n3C)n2Cc2c(F)cccc2Cl)CC(C)O1 (stereo unspecified) in the list: -0.05	i
CCOC(=O)c1ccc(N2C(=O)C=C(N3CCOCC3)C2=O)cc1 in the list: 0.03	i
CC(=O)C1=C(O)C(=O)N(Cc2cccnc2)C1c1ccccc1 (stereo unspecified) in the list: 0.82	i
Cc1cccn2c(=O)c(C=O)c(N3CCCCC3)nc12 in the list: -1.52	i
CCCc1nn(C)c(C(=O)Nc2ccc(CC)cc2)c1Cl in the list: 1.18	i

Carrying on.
SMILES	Kir21 block	KCNQ2 block
Cc1ccc(C=Nc2ccccc2C(N)=O)s1	1.7	i
Fc1ccc2[nH]c3c(c2c1)CN(C(=S)NCc1ccccc1)CC3	-0.12	i
O=C(/C=C/c1ccco1)c1ccccc1O	0.37	i
CCCSc1nnc(Cn2c(=O)sc3ccccc32)n1C	0.77	i
Cc1ccc(-c2nc(N)sc2CC(=O)OCC(=O)NCC2CCCO2)cc1 (stereo unspecified)	0.52	i
COc1ccc(-n2c(C)nc(N)c2C(=O)c2ccccc2)cc1	1.05	i
Oc1oc(-c2ccccc2)nc1C=Nc1ccccc1	-0.22	i
Cc1[nH][nH]c(=O)c1N=Nc1ccccc1C#N	1.23	i
Cc1ccc2nc(N(CCN(C)C)C(=O)c3ccc4ccccc4c3)sc2c1	-0.44	i
COCCOC(=O)C1=C(C)NC(=O)NC1c1cc2c(cc1Br)OCO2 (stereo unspecified)	-0.7	i
Cc1ccc(CN2CCN(C3CCCC3)C(CCO)C2)s1 (stereo unspecified)	-0.48	i
Cc1ccc2[nH]c(=O)c(C3C(C#N)=C(N)Oc4c3ccc3cccnc43)cc2c1 (stereo unspecified)	-1.06	i
O=c1[nH]cnc2c1sc(=S)n2-c1ccccc1	1.85	i
CCOC(=O)c1c(C)[nH]c(C)c1S(=O)(=O)Nc1ccc(CN2CCCCC2)cc1	-1.73	i
CC(=O)c1cccc(NS(=O)(=O)c2cc(OCC(N)=O)c(C)cc2Cl)c1	-0.82	i
COc1ccc(S(=O)(=O)Nc2cccc(C)n2)c2ccccc12	1.03	i
CSCCC(NC(=O)c1ccccc1)C(=O)NCCc1ccccc1 (stereo unspecified)	-2.05	i
CCCn1c(N)[n+](CC(=O)c2ccco2)c2ccccc21	0.27	i
CN(C)C(CNC(=O)CCc1c[nH]c2ccccc12)c1ccccc1 (stereo unspecified)	1.29	i
COc1ccc(Nc2nc(C(=O)N(CCO)Cc3ccccc3)cs2)cc1	-2.18	i
COC(=O)CCC(=O)OC1(C)C(=O)C2=CN(c3ccccc3)C(c3ccc(OC)cc3)=CC2=C(Br)C1=O (stereo unspecified)	-2.49	i
O=C(Nc1nccs1)C(Br)C(Br)c1ccccc1 (stereo unspecified)	-0.32	i
COc1cccc(-c2nnn(CC(=O)Nc3ccc(C)cc3C)n2)c1OC	-0.01	i
O=C(Nc1cccc(C(F)(F)F)c1)C(SCCO)c1ccccc1 (stereo unspecified)	-1.27	i
Cc1cccn2c(=O)c3cc(C(=O)NC4CCCCC4C)n(C)c3nc12 (stereo unspecified)	-0.76	i
O=C1NC(Cc2ccccc2)C(=O)Nc2ccc(Br)cc21 (stereo unspecified)	-0.24	i
CCOC(=O)C1CCN(C(=S)Nc2cc(OC)c(OC)cc2C(=O)OC)CC1	-1.48	i
COC(=O)c1c(-c2ccccc2)csc1NC1=NS(=O)(=O)c2ccccc21	-0.66	i
O=C(O)c1cccc(N2C(=O)C3C4C=CC(C4=C(c4ccccc4)c4ccccc4)C3C2=O)c1 (stereo unspecified)	1.36	i
CC1=CC(C)(C)N(C(=O)CN2C(=O)CCC2=O)c2ccccc21	0.42	i
CCC1CCCCN1C(=O)COC(=O)c1cc2ccccc2cc1O (stereo unspecified)	-1.34	i
COc1ccccc1N(CN1C(=O)c2ccccc2C1=O)C(=O)c1cccc(C)c1	-1.43	i
CCN=c1sc(C(=O)OC)cc(=O)n1CC	2.18	i
O=C1CSC(=S)N1N1C(=O)c2cccc([N+](=O)[O-])c2C1=O	0.03	i
COc1ccc(/C=C2\CCCC3C2=NN(C(=O)c2ccco2)C3c2ccc(OC)c(OC)c2)cc1OC (stereo unspecified)	0.7	i
CC(C)Cc1nnc(NC(=O)c2ccc3c(=O)n4c(nc3c2)CCC4)s1	-0.58	i
C#CCNC(=O)C1=C[C@H](c2ccccc2)C[C@H](OCCCCO)O1	2.19	i
[O-][n+]1ccc(C2CC2)cc1	-5.55	i
CCC(Sc1nnnn1-c1ccccc1)C(=O)NC(C)c1ccccc1 (stereo unspecified)	-1.12	i
COc1ccc(CN2CCOCCOCCN(Cc3ccc(OC)cc3)CCOCCOCC2)cc1	-1.93	i
CCN(CC)S(=O)(=O)c1cccc(C(=O)N[C@H](C(=O)O)C(C)C)c1	0.8	i
O=C(Nc1ccc2c(c1)OCCO2)NC12CC3CC(CC(C3)C1)C2	0.18	i
COc1ccc(-c2nc(N)nc(C)c2-c2ccc(Cl)cc2)c(O)c1	-0.39	i
Cc1[nH]nc(SCC(=O)NCC(C)C)c1[N+](=O)[O-]	1	i
COc1ccc(-n2nc(C(=O)NCC(=O)O)c3ccccc3c2=O)cc1	-1.06	i
CCOC(=O)c1c(C)[nH]c(C(=O)OCc2ccccc2)c1C	0.43	i
C/C(=N\Nc1ccc(C(=O)O)cc1)c1ccc(Br)cc1	-0.17	i
CCN1CCCC1CNC(=O)Cn1cc2c(n1)CCC(C)C2 (stereo unspecified)	-0.68	i
CCCCc1ccc(-c2nc(NC(=O)C3C4CCC(O4)C3C(=O)O)sc2C)cc1 (stereo unspecified)	0.71	i
COc1ccc(C(=O)N(CCc2ccccc2)Cc2ccccc2)cc1S(=O)(=O)N1CCOCC1	0.36	i
COc1cc(/C=N/NC(=O)c2cc(C)n(-c3ccc(F)cc3)c2C)cc(OC)c1O	-0.28	i
CC1CC(=O)N(CC(=O)Nc2ccc3c(c2)OCO3)c2ccccc2S1 (stereo unspecified)	2.47	i
CCN1CCN(C(c2cc(OC)ccc2OC)c2nnnn2Cc2ccccc2)CC1 (stereo unspecified)	-0.08	i
CC(N=C(NS(=O)(=O)c1ccc(Cl)cc1)c1ccccc1)C(=O)O (stereo unspecified)	0.09	i
Cc1ccc(S(=O)(=O)NC(=O)N(C)C2CCCCC2)cc1	1.16	i
CCOc1cc(CN2CCCC(CNC(=O)c3ccc(F)cc3)C2)ccc1OC (stereo unspecified)	2.3	i
O=C(Oc1ccc(-c2nnco2)cc1)N1CCCCC1	-0.38	i
Cc1ccc(NC(=O)CCC(=O)c2cccs2)nc1	1.91	i

KCNQ2 block: hit marks shown above
SMILES	Kir21 block	KCNQ2 block
O=C(NCC(c1ccco1)N1CCc2ccccc2C1)c1ccc(Cl)cc1 (stereo unspecified)	-0.33	-10.2*
